NTR1 agonist = agonists of NTR1, primary screen, imaging, U2OS cells, beta-arrestin-GFP, high content (AID 493036); P30989; 0.17% of 330,000 active; NTR1-U2OS beta-arrestin-GFP spot imaging, agonist mode; activation, % at 20 µM;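 active = activation at or above 40% of the spot to cytoplasm intensity ratio, with at least 20 cells analyzed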;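 also: 0% = DMSO without peptide and 100% = 100 nM NTR1 peptide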
Target sequence (P30989 whole entry, looked up): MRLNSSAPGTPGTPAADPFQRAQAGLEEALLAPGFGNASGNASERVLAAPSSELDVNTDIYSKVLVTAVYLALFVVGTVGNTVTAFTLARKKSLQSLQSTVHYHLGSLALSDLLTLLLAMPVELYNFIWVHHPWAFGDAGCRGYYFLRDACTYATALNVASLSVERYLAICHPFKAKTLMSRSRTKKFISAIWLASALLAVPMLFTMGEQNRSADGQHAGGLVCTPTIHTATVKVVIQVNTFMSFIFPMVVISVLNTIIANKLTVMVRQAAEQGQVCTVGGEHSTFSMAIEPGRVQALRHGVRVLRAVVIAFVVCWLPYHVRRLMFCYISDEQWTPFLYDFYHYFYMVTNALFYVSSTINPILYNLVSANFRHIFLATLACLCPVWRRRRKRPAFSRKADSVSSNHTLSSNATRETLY
K1F lysis inhibition = protection from phage-mediated lysis, alamar blue read-out – E. coli UTI89, K1F phage, bacterial capsule biogenesis inhibitors (AID 488966). E. coli UTI89 K1F phage lysis, alamar blue, 2 h; higher % means a stronger effect. one-dose inhibition, % at 100 µM; IC50 in µM for titrated hits. 0.02% of 340,000 active;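 active = phage lysis inhibition, versus mean bacterial control, above a set limit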;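 also: capsule biogenesis inhibitors block K1F phage lysis so surviving cells raise fluorescence; higher fluorescence means more inhibition of phage lysis; actives were called in the ten point dose series up to 300 µM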
Autophagy HCS = autophagy modulation, high-content screen; MEF GFP-LC3 puncta imaging; test concentration mostly 10 µM; calls only at 10 µM (by protocol); 0.98% of 190,000 active;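 active = percentage of spot-positive cells more than 3 SD above its plate mean, without a fluorescence outlier flag or 80% toxicity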;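 also: spot-positive cell cutoff set from DMSO-treated cells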
WT yeast gro inh = growth inhibition of WT yeast, mitochondrial fusion screen | AID 1362 | 2.1% of 190,000 active | inhibition, % at 10 µM | mitochondrial fusion phenotypic screen, WT strain; in the data active = inhibition above about 58%; tested in S. cerevisiae
NS5 inhibitors = flavivirus cap methylation enzyme inhibition – biochemical, confirmation dose response, primary screen (AID 588689). Dengue-2 NS5 methyltransferase capping enzyme assay, biochemical; higher % means a stronger effect. 0.3% of 340,000 active. one-dose inhibition, % at 25 µM; IC50 in µM for titrated hits; in the data active = a potency from the dose series
RSV antiviral HEp-2 = inhibition of RSV-induced cytopathic effect – HEp-2 cells, primary 10 µM value included (AID 2391) | HEp-2 cells, RSV-induced CPE inhibition; higher % means a stronger effect | 0.13% of 310,000 active | CPE inhibition, % at 10 µM; hits with a dose series show IC50 in µM; in the data active = a potency from the dose series; also: strong numbers were not always called active
LYP phosphatase = inhibitors of LYP phosphatase, biochemical, fluorescence intensity, uHTS (AID 1779); 0.054% of 290,000 active; inhibition, % at 11.5 µM, or IC50 in µM where a hit was titrated; recombinant LYP phosphatase, fluorescence intensity; higher % means a stronger effect; in the data active = inhibition above about 50%;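 also: plate controls were vehicle with enzyme for no effect and no enzyme for full effect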
GPR35 arrestin U2OS = inhibition of zaprinast-stimulated GPR35 beta-arrestin translocation – imaging, U2OS, beta-arrestin-GFP, zaprinast agonist, primary screen (AID 2058) | 0.052% of 290,000 active | U2OS GPR35 beta-arrestin-GFP translocation imaging, zaprinast antagonism; higher % means a stronger effect | inhibition, % at 10 µM; hits with a dose series show IC50 in µM;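 active = inhibition of at least 50% with at least 30 cells and total cytoplasm GFP at most 10,000,000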
AID2073 = disruptors of CaV2.2 binding to Mint1 – biochemical, HTRF (AID 2073). HTRF protein-protein interaction, Mint1-CaV2.2; higher % means a stronger effect. inhibition, % at 20 µM; hits with a dose series show IC50 in µM. 0.19% of 290,000 active; in the data active = inhibition mostly above about 51%, no sharp cut-off; also: some results filed as inactive read as strong as hits
WT yeast gro inh mutant strain = also measured in WT yeast gro inh; calls as there; inhibition, %; mitochondrial fusion phenotypic screen, mutant strain inhibition
Autophagy HCS cell loss 18 h = further read-out of Autophagy HCS, marked with its call; toxicity, %; measured here: cell loss, nuclei count;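 cell loss after 18 h compound exposure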
NTR1 agonist cell count 20 µM = also measured in NTR1 agonist; calls as there; cell count; measured here: cell count, cytotoxicity flag
* hit, by the source's call; i = inactive; · = no result given; [ ] = remark or other dose. Rows are unselected (roughly 2.6% active in at least one column).

item	mol	NTR1 agonist	NTR1 agonist cell count 20 µM	K1F lysis inhibition	Autophagy HCS	Autophagy HCS cell loss 18 h	WT yeast gro inh
1	CCc1nc(C)ccc1OCC(=O)NCCCN(C)C	-0.7	80	2.1%	i	13	15
2	O=C1NC(=O)C(c2cccs2)(c2cccs2)N1	1.5	41	0.1%	·	·	·
3	Oc1ccc(/C=N/NC2=NCCCCC2)c(O)c1	-2.6	79	0.8%	i	-1	-14
4	O=C(CCC(=O)N1CCN(S(=O)(=O)c2ccc(Cl)cc2)CC1)NC1CCCc2ccccc21 (stereo not given)	-0.2	40	-0.6%	i	-5	1
5	O=C(Cn1cc2c(n1)CCCC2)NCCCN1CCCC1	1.5	53	-0.4%	i	2	6
6	O=S(=O)(Nc1ccc(F)cc1)c1ccc(NC(=S)Nc2ccccc2)cc1	-0.1	49	-0.3%	i	-18	-11
7	CCOc1ccc(NC(=O)[C@H](Cc2ccccc2)NC(=O)C2CCNCC2)cc1	0.7	64	0.7%	·	·	·
8	CS(=O)(=O)N(CC(=O)NCCSC1CCCCC1)c1cccc(F)c1	0.2	55	3.7%	i	-4	-5

item	WT yeast gro inh mutant strain	NS5 inhibitors	RSV antiviral HEp-2	LYP phosphatase	GPR35 arrestin U2OS	AID2073
1	18	2%	0.8%	-4%	14%	7%
2	·	-1%	0.5%	-6%	3%	-3%
3	-39	-4%	-0.2%	-4%	-11%	-2%
4	-5	0%	0.4%	-3%	11%	-10%
5	3	1%	-0.5%	-4%	4%	-5%
6	2	-2%	14%	-2%	0%	-15%
7	·	-5%	-0.1%	-12%	6%	7%
8	-6	1%	3.0%	-5%	2%	-1%

Given as labelled records: 4 of the compounds above.
4	O=C(CCC(=O)N1CCN(S(=O)(=O)c2ccc(Cl)cc2)CC1)NC1CCCc2ccccc21 (stereo not given)
  NTR1 agonist: -0.2
  NTR1 agonist cell count 20 µM: 40
  K1F lysis inhibition: -0.6%
  Autophagy HCS: i
  Autophagy HCS cell loss 18 h: -5
  WT yeast gro inh: 1
  WT yeast gro inh mutant strain: -5
  NS5 inhibitors: 0%
  RSV antiviral HEp-2: 0.4%
  LYP phosphatase: -3%
  GPR35 arrestin U2OS: 11%
  AID2073: -10%

8	CS(=O)(=O)N(CC(=O)NCCSC1CCCCC1)c1cccc(F)c1
  NTR1 agonist: 0.2
  NTR1 agonist cell count 20 µM: 55
  K1F lysis inhibition: 3.7%
  Autophagy HCS: i
  Autophagy HCS cell loss 18 h: -4
  WT yeast gro inh: -5
  WT yeast gro inh mutant strain: -6
  NS5 inhibitors: 1%
  RSV antiviral HEp-2: 3.0%
  LYP phosphatase: -5%
  GPR35 arrestin U2OS: 2%
  AID2073: -1%

3	Oc1ccc(/C=N/NC2=NCCCCC2)c(O)c1
  NTR1 agonist: -2.6
  NTR1 agonist cell count 20 µM: 79
  K1F lysis inhibition: 0.8%
  Autophagy HCS: i
  Autophagy HCS cell loss 18 h: -1
  WT yeast gro inh: -14
  WT yeast gro inh mutant strain: -39
  NS5 inhibitors: -4%
  RSV antiviral HEp-2: -0.2%
  LYP phosphatase: -4%
  GPR35 arrestin U2OS: -11%
  AID2073: -2%

5	O=C(Cn1cc2c(n1)CCCC2)NCCCN1CCCC1
  NTR1 agonist: 1.5
  NTR1 agonist cell count 20 µM: 53
  K1F lysis inhibition: -0.4%
  Autophagy HCS: i
  Autophagy HCS cell loss 18 h: 2
  WT yeast gro inh: 6
  WT yeast gro inh mutant strain: 3
  NS5 inhibitors: 1%
  RSV antiviral HEp-2: -0.5%
  LYP phosphatase: -4%
  GPR35 arrestin U2OS: 4%
  AID2073: -5%

(continued)
item	mol	NTR1 agonist	NTR1 agonist cell count 20 µM	K1F lysis inhibition	Autophagy HCS	Autophagy HCS cell loss 18 h	WT yeast gro inh
9	COc1ccccc1-n1cc(C(=O)N2CCCC(CO)(Cc3ccccc3C)C2)cn1 (stereo not given)	-0.1	44	0.3%	i	-24	12
10	O=C(Nc1sc2c(c1C(=O)O)CCC2)c1cccs1	-1.9	30	0.1%	i	6	3
11	COc1cc(NC(=O)CCNC(=O)Cn2cnc3ccccc3c2=O)cc(OC)c1OC	-0.1	96	1.6%	i	-3	15
12	COC(=O)c1ccccc1NC(=O)CCNC(=O)Cn1cnc2ccccc2c1=O	0.6	60	1.0%	i	-5	-11
13	O=C(CN1CCN(c2ccccn2)CC1)Nc1ccccc1	0.5	42	-0.1%	i	3	-5
14	Cc1ccc(S(=O)(=O)N2CCN(C(=O)COC(=O)c3oc4ccccc4c3C)CC2)cc1	-0.5	80	0.8%[50 µM]	·	·	·
15	C=CCOCC(O)Cn1c(N2CCCC2)nc2c1c(=O)[nH]c(=O)n2C (stereo not given)	-0.8	69	-1.1%	·	·	·
16	O=C1[C@@H]2Cc3c([nH]c4ccccc34)C(c3ccc(Cl)cc3)N2C(=O)CN1CCO (stereo not given in full)	0.7	56	-0.1%	·	·	·

item	WT yeast gro inh mutant strain	NS5 inhibitors	RSV antiviral HEp-2	LYP phosphatase	GPR35 arrestin U2OS	AID2073
9	-1	9%	0.2%	-3%	-10%	13%
10	11	4%	8.9%	5%	-2%	-2%
11	10	-2%	1.3%	-8%	-4%	7%
12	-11	-3%	2.1%	-4%	1%	5%
13	3	-12%	0.7%	-12%	-2%	2%
14	·	-4%	-0.9%	·	·	·
15	·	-7%	1.1%	-5%	0%	-6%
16	·	-4%	4.8%	-1%	-17%	0%

Continued.
item	mol	NTR1 agonist	NTR1 agonist cell count 20 µM	K1F lysis inhibition	Autophagy HCS	Autophagy HCS cell loss 18 h	WT yeast gro inh
17	Cc1nn(Cc2ccccc2Cl)c2sc(C(=O)NCCCn3ccnc3)cc12	0.0	82	0.4%	i	-1	-13
18	CN(CC(=O)NCCc1ccccc1)S(=O)(=O)c1ccc(Br)cc1	-1.6	105	0.3%	i	1	-14
19	COCCNC(=S)N/N=C(\C)c1ccccc1OC	3.8	53	5.2%	i	14	17
20	Cc1ccc(NC(=O)c2cc(N3CCOCC3)nc3ccccc23)cc1	0.3	53	-0.1%	i	0	2
21	CC(C)CN(C(=O)c1cc(Cl)nc2ccccc12)c1c(N)n(Cc2ccccc2)c(=O)[nH]c1=O	-0.8	72	0.1%[50 µM]	·	·	·
22	CCCCCN=Cc1c(C)[nH]n(-c2nc3ccccc3s2)c1=O	1.7	74	-0.3%	i	6	38
23	Cn1nc(CC(=O)NCc2ccc(C(F)(F)F)cc2)c2ccccc2c1=O	1.6	74	-0.1%	i	9	-4
24	Cn1cnc2cc(NCc3ccccc3Cl)ccc21	1.0	96	0.3%	·	·	·

item	WT yeast gro inh mutant strain	NS5 inhibitors	RSV antiviral HEp-2	LYP phosphatase	GPR35 arrestin U2OS	AID2073
17	-6	-3%	9.1%	-7%	-8%	7%
18	-4	-2%	-0.7%	1%	4%	-3%
19	14	2%	2.0%	-5%	6%	-11%
20	-1	-6%	5.3%	1%	0%	10%
21	·	6%	-1.2%	·	·	·
22	38	-2%	-3.2%	-2%	8%	1%
23	3	2%	3.5%	-3%	-2%	0%
24	·	-4%	1.4%	-14%	6%	5%

(more compounds)
item	mol	NTR1 agonist	NTR1 agonist cell count 20 µM	K1F lysis inhibition	Autophagy HCS	Autophagy HCS cell loss 18 h	WT yeast gro inh
25	COc1ccc2oc(C)c(C(=O)c3ccc(C)cc3)c2c1	14	79	2.4%[50 µM]	·	·	·
26	CC(C)(C)OC(=O)N[C@H](/C=C/c1ccccc1)C(=O)OC(C)(C)C	2.5	59	1.7%	·	·	·
27	CCN(CC(=O)NC1CCS(=O)(=O)C1)S(=O)(=O)c1ccc(Cl)cc1C(F)(F)F (stereo not given)	-1.0	52	0.9%[50 µM]	·	·	·
28	CC(=O)Nc1ccc(NC(=O)CN2CCN(c3cccc(C(F)(F)F)c3)CC2)cc1	0.0	61	-0.2%	i	3	5
29	COc1ccccc1CNC(=O)[C@H](CCSC)NC(=O)[C@@H]1Cc2ccccc2CN1	-2.8	88	3.5%	·	·	·
30	COc1ccc(NCc2cc3cc(OC)ccc3[nH]c2=O)cc1	0.4	49	-0.9%	i	70	-21
31	COc1ccccc1NC(=O)CN(Cc1ccco1)C(=O)c1cc2ccccc2o1	-0.6	58	0.5%	i	0	-1
32	COCCCNc1nc2ccccc2nc1NS(=O)(=O)c1cccc(C)c1	0.1	76	0.6%[50 µM]	·	·	·

item	WT yeast gro inh mutant strain	NS5 inhibitors	RSV antiviral HEp-2	LYP phosphatase	GPR35 arrestin U2OS	AID2073
25	·	5%	3.6%	-8%	10%	6%
26	·	5%	-0.5%	·	·	·
27	·	2%	0.2%	·	·	·
28	3	-5%	15%	-10%	-9%	4%
29	·	-2%	1.1%	-1%	-13%	9%
30	-3	22%	20%	-11%	-9%	-1%
31	-25	-6%	1.4%	1%	-19%	28%
32	·	-2%	2.9%	-8%	3%	1%

Part of the list above, reduced to NTR1 agonist cell count 20 µM, K1F lysis inhibition and WT yeast gro inh:
| # | canonical_smiles | NTR1 agonist cell count 20 µM | K1F lysis inhibition | WT yeast gro inh |
| --- | --- | --- | --- | --- |
| 26 | CC(C)(C)OC(=O)N[C@H](/C=C/c1ccccc1)C(=O)OC(C)(C)C | 59 | 1.7% | · |
| 25 | COc1ccc2oc(C)c(C(=O)c3ccc(C)cc3)c2c1 | 79 | 2.4%[50 µM] | · |

Continuation.
item	mol	NTR1 agonist	NTR1 agonist cell count 20 µM	K1F lysis inhibition	Autophagy HCS	Autophagy HCS cell loss 18 h	WT yeast gro inh
33	CCc1ccccc1NC(=O)CCC(=O)N1CCSc2ccccc21	-2.7	60	5.3%	·	·	·
34	Cc1ccccc1OCc1nc(-c2cccnc2)no1	-1.9	64	0.3%	i	5	0
35	O=C1c2ccccc2C(=O)N1CCSc1n[nH]c(=S)s1	0.1	70	-0.3%	i	2	-8
36	CC(C)Cn1c(NCCN(C)C)nc2c1c(=O)[nH]c(=O)n2C	-0.4	44	5.2%	i	-8	6
37	CCCN1CN=C(NS(=O)(=O)c2ccc(C)cc2)NC1	0.9	49	0.2%	·	·	·
38	CCn1c(SCC(=O)NC2CCS(=O)(=O)C2)nnc1-c1ccccc1 (stereo not given)	0.6	50	0.2%	i	-6	11
39	Cc1ccc(NC(=O)CN(C)C(=O)c2ccc(S(=O)(=O)N(C)c3ccccc3)cc2)cc1	1.9	74	0.1%	i	2	7
40	CCO[C@H]1OC(C(=O)N2CCN(C)CC2)=C[C@@H](c2ccc3c(c2)OCO3)[C@@H]1CCCO	-1.2	91	1.0%	i	-1	1

item	WT yeast gro inh mutant strain	NS5 inhibitors	RSV antiviral HEp-2	LYP phosphatase	GPR35 arrestin U2OS	AID2073
33	·	-4%	-0.2%	-7%	10%	-5%
34	-12	8%	5.2%	-2%	1%	6%
35	-8	-20%	1.2%	4%	15%	-12%
36	-2	-1%	1.6%	-5%	4%	5%
37	·	0%	0.5%	-10%	1%	16%
38	-15	4%	-0.6%	-3%	11%	-4%
39	4	-5%	1.1%	-2%	3%	0%
40	-4	-1%	0.9%	3%	-1%	1%

High-throughput results as filed in PubChem.
